TDP-43 yeast inh – qHTS of TDP-43 Inhibitors | TDP-43 expressing yeast growth rescue, BacTiter-Glo, 24 h | Potency, µM (doses to about 46.1 µM), for inactives: at the highest dose growth rescue (activation), usual class: activators | 410,000 tested, 1.8% active; further: % of control where 0% means no effect; nearly all actives have a fitted effect of over 50% in size
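Galactose-induced TDP-43 yeast, OD600=0.02, compound pinned; 24 hr, 30 deg C; BacTiter-Glo luminescence for growth. Inhibitors of TDP-43 toxicity read as activators.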
EPAC2 agonist – qHTS for Agonist of cAMP-regulated guanine nucleotide exchange factor 4 (EPAC2): primary screen; 360,000 tested, 0.079% active; Potency, µM (highest dose often 154 µM), for inactives: top-dose activation, usual class: activators; EPAC2 activation, biochemical qHTS; response scale: 100% = 6.5 mM cAMP response; further: nearly all actives have a fitted effect of over 50% in size
Target sequence (Q8WZA2 whole entry, looked up): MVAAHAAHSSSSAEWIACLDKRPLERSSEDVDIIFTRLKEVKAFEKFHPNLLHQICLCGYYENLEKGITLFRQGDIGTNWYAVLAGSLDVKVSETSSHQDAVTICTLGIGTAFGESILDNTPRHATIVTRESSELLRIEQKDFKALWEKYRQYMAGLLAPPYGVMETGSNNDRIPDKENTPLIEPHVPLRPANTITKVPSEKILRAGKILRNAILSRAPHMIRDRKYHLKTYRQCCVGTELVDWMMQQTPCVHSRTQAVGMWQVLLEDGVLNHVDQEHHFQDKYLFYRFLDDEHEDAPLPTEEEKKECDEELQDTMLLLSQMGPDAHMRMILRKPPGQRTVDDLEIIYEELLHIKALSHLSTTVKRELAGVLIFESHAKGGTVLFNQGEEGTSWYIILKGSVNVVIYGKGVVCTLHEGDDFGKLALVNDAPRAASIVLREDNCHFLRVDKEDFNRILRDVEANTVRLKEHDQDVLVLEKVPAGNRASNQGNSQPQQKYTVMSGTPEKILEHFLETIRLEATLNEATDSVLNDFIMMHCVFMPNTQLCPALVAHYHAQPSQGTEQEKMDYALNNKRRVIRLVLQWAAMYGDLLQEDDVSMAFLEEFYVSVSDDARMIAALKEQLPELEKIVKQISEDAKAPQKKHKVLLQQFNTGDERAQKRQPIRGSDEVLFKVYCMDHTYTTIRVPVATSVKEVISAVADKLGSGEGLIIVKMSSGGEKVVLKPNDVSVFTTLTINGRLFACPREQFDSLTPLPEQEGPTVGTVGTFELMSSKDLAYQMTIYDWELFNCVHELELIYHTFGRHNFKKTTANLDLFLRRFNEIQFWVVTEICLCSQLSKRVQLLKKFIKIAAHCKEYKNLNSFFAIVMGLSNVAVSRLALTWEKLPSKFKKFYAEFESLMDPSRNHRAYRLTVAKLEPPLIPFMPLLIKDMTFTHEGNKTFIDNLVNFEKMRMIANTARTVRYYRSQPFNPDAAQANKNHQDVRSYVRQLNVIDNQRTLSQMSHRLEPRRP
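Nucleotide exchange monitored as fluorescence drop when BODIPY-GDP leaves Rap1B. Reaction: 100 nM EPAC2, 250 nM RAP1B-BODIPY-GDP, 50 uM GDP, room temperature, kinetic read over 30 min. Activity expressed relative to 6.5 mM cAMP.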
EPAC2 antag – qHTS for Antagonist of cAMP-regulated guanine nucleotide exchange factor 2 (EPAC2): primary screen | Rap guanine nucleotide exchange factor 4 (Homo sapiens), Q8WZA2 | EPAC2 GEF exchange of Rap1B-BODIPY-GDP, fluorescence | Potency, µM (top dose mostly 114 µM), inactives show at the highest dose activity, negative = inhibition, most hits filed as inhibitors | 360,000 tested, 0.18% active | AID 720708, 2013; further: on the % scale 0 is the no-effect control and ±100 the full control effect; nearly all actives have a fitted effect of over 45% in size; many of its hits are not listed in these tables
EPAC1 antag – qHTS for Antagonist of cAMP-regulated guanine nucleotide exchange factor 3 (EPAC1): primary screen | Rap guanine nucleotide exchange factor 3 (Homo sapiens), O95398 | 360,000 tested, 0.14% active | EPAC1 GEF assay, Rap1b-BODIPY-GDP exchange fluorescence | Potency, µM (highest dose often 115 µM), for the others: top-dose activity change, negative = inhibition, usual class: inhibitors | AID 720709, 2013;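 further: plate controls were vehicle for no effect and positive control for full effect; nearly all actives have a fitted effect of over 50% in size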
aSyn rescue – qHTS of alpha-syn Inhibitors; Yeast expressing alpha-synuclein, growth rescue, BacTiter-Glo, 24 h; Potency, µM (doses to about 46.1 µM), without a hit: top-dose growth rescue (activation), most hits filed as activators; 370,000 tested, 0.14% active; further: % of control where 0% means no effect; nearly all actives have a fitted effect of over 65% in size
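Galactose-induced alpha-syn yeast (OD600=0.02, raffinose-pregrown) + pinned cpd, 24 hr, 30 deg C; growth by BacTiter-Glo luminescence. Growth restoration scores as activation.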
FUS suppressor – qHTS for Suppressors of FUS Proteinopathy: Primary screen using FUS-linked yeast assay. 390,000 tested, 0.24% active. Potency, µM (titrated, usually from 76.6 µM), for inactives: at the top dose growth rescue (activation), hits mostly activators. S. cerevisiae FUS-expressing, growth rescue, OD600, 24 h;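 further: plate controls were DMSO vehicle for no effect and reference control for full effect; nearly all actives have a fitted effect of over 55% in size; some results filed as inactive show a strong effect at the top dose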
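Read-out: OD at 600 nm after 24hr at 30C, reporting rescue of FUS-induced yeast toxicity. Cells at OD 0.005 in galactose (2%) minimal medium; compounds tested in a dilution series; CP55940 titration from 92uM final as control.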
PTHR1 agonist – qHTS for PTHR1 Agonists: Primary Screen; AID 743266, 2014; HEK293 GP2 PTHR1 cells, GloSensor cAMP luminescence, 1 h; 410,000 tested, 0.075% active; Potency, µM (doses to about 115 µM), without a hit: at the highest dose activation, usual class: activators; Parathyroid hormone/parathyroid hormone-related peptide receptor (Homo sapiens), Q03431; further: nearly all actives have a fitted effect of over 55% in size; some results filed as inactive show a strong effect at the top dose; inactives centre near -15; many of its hits are not listed in these tables
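HEK-293-derived GP2 cells expressing PTHR1 and a GloSensor cAMP reporter, 3,000/well, plated overnight, given luciferin plus IBMX (each 0.5 mM as added) for 1 h at 37 °C, then compound for 1 h at 37 °C. Luminescence was read after 15 min at room temperature.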
EPAC1 ag – qHTS for Agonist of cAMP-regulated guanine nucleotide exchange factor 3 (EPAC1): primary screen | 360,000 tested, 0.073% active | Potency, µM (highest dose often 154 µM), for inactives: top-dose activation, most hits filed as activators | EPAC1 agonist qHTS, biochemical assay; response scale: 100% = response to 6.5 mM cAMP; further: nearly all actives have a fitted effect of over 60% in size
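Nucleotide exchange assay: 100 nM EPAC1 with 250 nM Rap1B loaded with BODIPY-GDP and 50 uM GDP, room temperature. Fluorescence (480/540 nm) read every 5 min for 30 min; signal change normalized to 6.5 mM cAMP as full agonist.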
Numbers without * were called inactive; i = inactive; u = inconclusive; x = not tested or not shown; [ ] = dose if it differs, or a comment. The call rests on the fitted dose curve; in most records, active means well fitted curve in the direction sought with a large enough effect; inconclusive means small, poorly fitted or top-dose-only effect, or another doubt; inactive means no such curve, though single readings can be large; an effect the other way counts as inactive or inconclusive. Potency means the concentration at half of the fitted maximal effect. These rows are one share of the data. The share of hits here may be higher or lower than overall.

SMILES	TDP-43 yeast inh	EPAC2 agonist	EPAC2 antag	EPAC1 antag	aSyn rescue	FUS suppressor	PTHR1 agonist	EPAC1 ag
Cn1c(=O)c2cc(NC(=O)Nc3ccccc3)ccc2n1Cc1ccccc1	u	16%	-10%	-23%	-2%	-16%	-9%	1%
COc1ccc(/C=C/C(=O)c2ccc([N+](=O)[O-])o2)cc1OC	-93%	1%	1%	u	-74%[inhibitor]	-28%	-58%[inhibitor]	-23%
CN1C(=O)NC(c2ccc([N+](=O)[O-])cc2)C2=C1CC(C)(C)CC2=O (configuration not stated)	18%	7%	-10%	12%	2%	-12%	i	14%
CCOC(=O)Cc1nnc(Nc2cccc(O)c2)c2ccccc12	16%	5%	-1%	0%	1%	6%	-44%[inhibitor][57.5 µM]	0%
COC(=O)c1c(NC(=O)CN2CCC3(O)CCCCC3C2c2cc(OC)ccc2OC)sc(C)c1C (configuration not stated)	u	9%	-17%	u	7%	u	-15%	14%
O=C(NCc1ccncc1)C(=O)Nc1nccs1	-7%[1.82 µM]	1%	-5%	3%	2%	-10%	i	12%
CC1CCc2c(sc(NC(=O)c3ccc(Cn4cc(Br)cn4)o3)c2C(N)=O)C1 (configuration not stated)	-8%	6%	-2%	6%	9%	30%	-25%	6%
CNC(=S)N/N=C(\C)c1cccc([N+](=O)[O-])c1	-2%	11%	-11%	-11%	-2%	17%	i	5%
CCc1nnc(NC(=O)c2ccc(S(=O)(=O)N(C)Cc3ccccc3)cc2)o1	u	2%	-12%	-17%	u	41%	-21%	8%
COc1ccc(NC(=O)CN(C)C(=O)C2CC(=O)N(c3cccc4ccccc34)C2)cc1 (configuration not stated)	-1%	-2%	3%	-4%	3%	-10%	12%	-2%
COC(=O)Cn1c(C(F)(F)F)nc2ccccc21	24%	15%	-14%	-11%	-5%	4%	-19%	3%
CC1CN(Cc2ccccc2)C(=S)N(c2ccccc2)C1=O (configuration not stated)	17%	9%	-6%	9%	1%	7%	-4%	-2%
Cc1cc2c(C)cc(=O)[nH]c2cc1NC(=O)CCl	11%	8%	13%	-5%	1%	-3%	-24%	-2%
CC(NC(=O)OC1CCCCC1)N1C(=O)C2C3C=CC(C3)C2C1=O (configuration not stated)	6%	1%	-2%	-4%	-2%	2%	-12%[57.5 µM]	10%
COc1cc(N(C(=O)Cc2cccs2)C(C(=O)NC2CCCCC2)c2cccc(OC)c2OC)ccc1-n1cnnn1 (configuration not stated)	12%	6%	-5%	-21%	6%	u	-55%[inhibitor]	2%
C[C@H]1CN([C@@H](C)CO)C(=O)CCCn2cc(nn2)CO[C@@H]1CN(C)S(C)(=O)=O	12%	14%	5%	u	u	-17%	-7%	10%
CC(=O)NC12CC3CC(C1)CC(C(=O)N1CCN(S(=O)(=O)c4cccc(F)c4)CC1)(C3)C2	13%	5%	-3%	1%	1%	8%	-39%	4%
Nc1c(C(=O)N2CCOCC2)oc2ccccc12	-5%	9%	5%	-16%	0%	-11%	i	5%
C[C@H]1CC[C@]2(O[C@H](CCO)C[C@@H](O)[C@@H]2O)O1	-6%	7%	-23%	-8%	-3%	-24%	6%	-13%
O=C(CN1CCOCCOCCOCCOCC1)Nc1ccccc1	-17%	6%	20%	14%	5%	13%	u	3%
COc1cccc(C2C3=C(CC(C)(C)CC3=O)OC(N)=C2[N+](=O)[O-])c1 (configuration not stated)	15%	-3%	-4%	4%	2%	-2%	-2%	4%
CCOC(=O)c1ccc(NC(=O)c2ccc(C)c(S(=O)(=O)N3CCOCC3)c2)cc1	-17%	15%	4%	12%	-25%	33%	-25%	5%
COc1ccc(C(=O)N2CCN(C3CCN(Cc4ccccc4)CC3)CC2)cc1OC	7%	0%	-2%	-7%	-12%	x	i	1%
Oc1ccc(Cl)cc1C1=NNC(c2cccs2)C1 (configuration not stated)	-34%[inhibitor]	12%	-1%	2%	2%	13%	-29%	4%
COc1ccccc1C(=O)N/C(=C\c1ccc(Br)cc1)C(=O)NCC(=O)O	-22%	6%	6%	-21%	-7%	17%	0%	-2%
CCOC(=O)c1cnn(CCOC(=O)c2ccc(OC)cc2)c1NC(=O)c1ccc(OC)cc1	-8%	5%	-23%	-2%	3%	x	5%	-4%
CN1CCN(c2ccc3c(c2)OC[C@@H](Cc2ccccc2)NS3(=O)=O)CC1	15%	10%	7%	3%	3%	-12%	-12%	12%
O=C1c2ccccc2C(=O)N1CCc1csc(-c2cccc(F)c2)n1	u	21%	-8%	-10%	10%	11%	i	17%
O=C(O)c1cccc(NC(=O)c2ccc(S(=O)(=O)c3ccccc3)cc2)c1	-24%	5%	11%	16%	2%	x	-8%	0%
CCN(CC)CCC(=O)Nc1cccc2c1C(=O)c1ccccc1C2=O	8%	-5%	9%	-22%	2%	-5%	i	2%

Reformatted with values under each structure: part of the list above
Order of results – TDP-43 yeast inh	EPAC2 agonist	EPAC2 antag	EPAC1 antag	aSyn rescue	FUS suppressor	PTHR1 agonist	EPAC1 ag
CN1CCN(c2ccc3c(c2)OC[C@@H](Cc2ccccc2)NS3(=O)=O)CC1
  15%	10%	7%	3%	3%	-12%	-12%	12%
CCN(CC)CCC(=O)Nc1cccc2c1C(=O)c1ccccc1C2=O
  8%	-5%	9%	-22%	2%	-5%	i	2%
COc1ccccc1C(=O)N/C(=C\c1ccc(Br)cc1)C(=O)NCC(=O)O
  -22%	6%	6%	-21%	-7%	17%	0%	-2%
O=C(O)c1cccc(NC(=O)c2ccc(S(=O)(=O)c3ccccc3)cc2)c1
  -24%	5%	11%	16%	2%	x	-8%	0%
Oc1ccc(Cl)cc1C1=NNC(c2cccs2)C1 (configuration not stated)
  -34%[inhibitor]	12%	-1%	2%	2%	13%	-29%	4%

Three compounds already listed, sorted by count of non-hydrogen atoms, highest first:
SMILES	TDP-43 yeast inh	EPAC2 agonist	EPAC2 antag	EPAC1 antag	aSyn rescue	FUS suppressor	PTHR1 agonist	EPAC1 ag
CN1CCN(c2ccc3c(c2)OC[C@@H](Cc2ccccc2)NS3(=O)=O)CC1	15%	10%	7%	3%	3%	-12%	-12%	12%
CCN(CC)CCC(=O)Nc1cccc2c1C(=O)c1ccccc1C2=O	8%	-5%	9%	-22%	2%	-5%	i	2%
Nc1c(C(=O)N2CCOCC2)oc2ccccc12	-5%	9%	5%	-16%	0%	-11%	i	5%

Further entries:
SMILES	TDP-43 yeast inh	EPAC2 agonist	EPAC2 antag	EPAC1 antag	aSyn rescue	FUS suppressor	PTHR1 agonist	EPAC1 ag
CCCc1nnc(NC(=O)CCC(=O)N2CCCCC2CC)s1 (configuration not stated)	0%	0%	0%	2%	4%	9%	-4%[57.5 µM]	-9%
OCC1CCCN(C2CCN(Cc3nc(Cc4cccc(C(F)(F)F)c4)no3)CC2)C1 (configuration not stated)	-8%	-1%	-4%	-12%	0%	-5%	i	-4%
CC(C)C(c1nnnn1Cc1ccccc1)N1CCN(Cc2ccco2)CC1 (configuration not stated)	-2%	3%	-4%	-8%	-2%	-4%	14%	9%
CCC(C)(NC(=O)CNC(C)=O)C(=O)NC1CCCCC1 (configuration not stated)	5%	-3%	0%	-11%	2%	9%	-5%[57.5 µM]	1%
CCOC(=O)CCCCCC(=O)Nc1ccc2c(c1)C(=O)N([C@@H](C)CO)C[C@H](C)[C@H](CN(C)C(=O)c1ccccc1)OCCCC[C@H](C)O2	21%	3%	1%	0%	1%	30%	-21%	-12%
COc1ccccc1C(=O)NCC(=O)OC(C)C(=O)N(C)C1CCCCC1 (configuration not stated)	1%	10%	3%	-3%	2%	-14%	-1%	9%
CC(C)(C)C(=O)CSc1nc2ncc(Br)cc2[nH]1	18%	-5%	8%	16%	-18%	-12%	-34%[inhibitor]	-14%
COCc1cc(C)n(CC(=O)N/N=C/c2ccc(-c3ccc(Cl)c(C(=O)O)c3)o2)c(=O)c1C#N	3%	-5%	22%	4%	1%	x	-3%	-8%
O=C(COC(=O)/C=C/c1ccc(Cl)cc1Cl)Nc1cccc(S(=O)(=O)NC2=NCCC2)c1	-6%	4%	-4%	11%	1%	33%	i	-1%
CC(C)(Cc1ccc(O)cc1)NC(=O)CC(=O)N=Nc1c(O)[nH]c2ccc(Br)cc12	-1%	10%	1%	9%	-1%	17%	i	-2%
c1cc2c3c(cccc3c1)NC(c1ccc3c(c1)OCO3)N2	17%	7%	-9%	4%	-8%	1%	-18%	4%
N#CCCn1nc(-c2ccccc2)cc1-n1c(C(F)(F)F)nc2ccccc21	u	4%	-9%	-23%	0%	u	i	4%
CC[C@]12c3[nH]c4cc(CCC(=O)N(C)C)ccc4c3CCN1C(=O)[C@@H](CC(=O)NCCCN(C)C)C[C@@H]2C(=O)N1CCN(C(=O)C2CC2)CC1	13%	11%	2%	10%	1%	-20%	i	-8%
CSc1nsc(/C=C/Nc2ccc(F)cc2F)c1C#N	-15%	11%	-6%	u	5%	19%	-19%	12%

From PubChem
